KCNQ1 pot: potentiates or activates the human KCNQ1 potassium channel; CHO-K1 KCNQ1, thallium flux FluxOR fluorescence; hits give high values; B-score at 10 µM; 0.35% of 310,000 active; AID 2648;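 active = fluorescence ratio B-score, a plate-corrected score, at least three library SD, with initial intensity B-score within 5 SD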
Target sequence (P51787 whole entry, looked up): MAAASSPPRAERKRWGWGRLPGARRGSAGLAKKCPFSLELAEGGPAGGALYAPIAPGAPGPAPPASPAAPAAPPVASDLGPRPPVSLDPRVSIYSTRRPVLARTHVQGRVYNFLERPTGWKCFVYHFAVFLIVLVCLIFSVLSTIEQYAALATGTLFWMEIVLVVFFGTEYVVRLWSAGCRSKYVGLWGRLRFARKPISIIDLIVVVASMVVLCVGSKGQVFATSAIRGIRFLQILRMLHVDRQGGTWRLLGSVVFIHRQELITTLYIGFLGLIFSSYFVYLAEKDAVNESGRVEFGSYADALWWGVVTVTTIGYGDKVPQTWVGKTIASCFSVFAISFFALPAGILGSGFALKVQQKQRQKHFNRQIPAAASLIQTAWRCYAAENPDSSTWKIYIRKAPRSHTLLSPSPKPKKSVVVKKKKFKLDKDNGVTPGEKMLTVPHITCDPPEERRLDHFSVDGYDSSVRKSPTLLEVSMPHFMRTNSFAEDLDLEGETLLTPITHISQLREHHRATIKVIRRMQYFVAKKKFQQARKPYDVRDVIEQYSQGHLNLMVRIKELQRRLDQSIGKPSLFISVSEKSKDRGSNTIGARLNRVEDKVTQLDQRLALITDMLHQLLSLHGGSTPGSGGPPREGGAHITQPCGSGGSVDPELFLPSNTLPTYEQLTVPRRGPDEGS
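Assay system: CHO-K1 cells stably expressing KCNQ1; Medium: assay buffer with matched DMSO; Also added: K+/Tl+ depolarizing stimulus; Dosing: single dose; Timing: dye 90 min, compound 20 min, room temperature; Measured by: kinetic FluxOR thallium fluorescence, 10-s 1-Hz baseline, 110-s post-stimulus read; Read-out: peak-minus-minimum fluorescence over initial fluorescence, negative-control normalized, B-scored.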
KCNK3 block: human KCNK3 channel inhibition, primary screen; CHO-KCNK3 thallium flux, FluxOR fluorescence; hits give low values; 0.84% of 340,000 active; O14649; B-score at 10 µM;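 active = B-score under library mean minus 4 SD, starting fluorescence ratio at most library mean plus 5 SD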;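 also: more negative B-score means stronger inhibition of thallium flux through KCNK3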
KCNQ1 block: inhibitors of human KCNQ1 potassium channel; P51787; CHO-K1 KCNQ1, FluxOR thallium flux fluorescence; hits give high values; B-score at 10 µM; 1.3% of 310,000 active;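 active = compounds whose thallium flux B-score, printed positive for inhibition, exceeds three library SD while starting fluorescence stays within three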;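 also: channel opened by potassium depolarization with thallium stimulus after 20 min compound exposure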
hERG rescue: hERG (human) protection from proarrhythmic block. activation (rescue from dofetilide block), less the hit threshold, % at 10 µM. CHO-hERG, FluxOR thallium flux, dofetilide IC70 present. AID 1511. Q12809. 0.51% of 310,000 active;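 active = activation above the mean of controls blocked by dofetilide plus 5 SD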;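 also: thallium influx through hERG after potassium depolarization seen as dye fluorescence rise; in these data hits start at about 4.7%; inactives centre near -7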
MrgX1 ag: human MrgX1 receptor agonism, primary screen. 0.44% of 310,000 active. Q96LB2. MrgX1-HEK293 cells, Fluo-4 calcium fluorescence, agonist mode; hits give high values. B-score at 10 µM;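 active = calcium response B-score plate-corrected fluorescence ratio at least 3 library SD, with starting fluorescence B-score inside 5 SD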
Target sequence (Q96LB2 whole entry, looked up): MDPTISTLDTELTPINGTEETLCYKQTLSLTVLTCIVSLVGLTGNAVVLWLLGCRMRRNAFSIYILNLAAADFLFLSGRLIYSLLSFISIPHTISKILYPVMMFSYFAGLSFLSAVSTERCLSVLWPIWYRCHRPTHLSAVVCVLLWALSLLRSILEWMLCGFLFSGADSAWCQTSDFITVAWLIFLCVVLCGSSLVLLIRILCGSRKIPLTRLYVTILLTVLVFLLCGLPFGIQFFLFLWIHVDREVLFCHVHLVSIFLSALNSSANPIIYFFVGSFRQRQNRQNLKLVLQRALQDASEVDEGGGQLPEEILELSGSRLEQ
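Test system: HEK293 cells stably expressing human MrgX1 receptor; amount: 15,000 cells per well; doses: compound delivered in addition one of three; times: overnight plating before 1 h dye loading; detection: Fluo-4 NW calcium-flux fluorescence, kinetic read; read-out basis: B-scored fluorescence response ratio; controls: positive and negative controls per plate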
TMEM16A act: mouse TMEM16A channel activation, primary screen. Q8BHY3. HEK293 TMEM16A/YFP-H148Q/I152L, iodide quench fluorescence; hits give low values. B-score at 10 µM. 0.3% of 340,000 active. AID 623877;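 active = fluorescence-ratio B-score plate-corrected deviation score at least 3 library SD below zero, with starting fluorescence score within 5 deviations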;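 also: channel opened by trigger with iodide after compound preincubation; score built on the fluorescence ratio of max minus min over baseline; more negative score means more quench and so TMEM16A activation or potentiation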
KCNK9 block: human KCNK9 channel inhibition; Q9NPC2; HEK293 KCNK9, FluxOR thallium flux fluorescence; hits give low values; B-score at 10 µM; 1.2% of 310,000 active;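 active = ratio B-score over 3 SD below the library mean, with starting fluorescence within 5 SD of its mean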;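 also: negative B-score means less thallium flux so channel inhibition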
RGS4 block: human RGS4 inhibition | P49798 | HEK293 M3R/RGS4 inducible, Fluo-4 calcium flux; hits give high values; triggered by carbachol at its EC20 | B-score at 10 µM | 0.45% of 310,000 active | AID 463165;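 active = B-score, a plate-corrected calcium signal, over three deviations above library mean, with baseline fluorescence within five deviations of library mean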;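 also: RGS4 expression induced by doxycycline in cells with stable M3 receptor; B-score is computed from the integrated fluorescence ratio over baseline after carbachol; higher B-score means a larger calcium signal and so more RGS4 inhibition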
MrgX1 allo act: allosterically activates human MrgX1 receptor signaling; Q96LB2; B-score at 10 µM; AID 588675; MrgX1-HEK293, Fluo-4 calcium flux, FDSS; hits give high values; 0.63% of 310,000 active;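 active = plate-corrected calcium response at least 3 library SD above typical, normal starting fluorescence, not activating the receptor alone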;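 also: compound read alongside a low EC10 to EC30 dose of BAM8-22 agonist; peak minus trough fluorescence over baseline measured at the second addition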
TMEM16A inh: mouse TMEM16A channel inhibition, primary screen | HEK293 TMEM16A/YFP iodide influx fluorescence, ionomycin | normalized B-score (activity score, 25-100; higher = stronger inhibition) at 10 µM | 1.2% of 310,000 active;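 active = ratio plate-corrected score three or more library SD toward inhibition, starting fluorescence score within five deviations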;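 also: score derived from kinetic fluorescence span divided by baseline fluorescence per well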
RGS4 pot: RGS4 potentiation or activation | HEK293 M3R/inducible RGS4, carbachol calcium flux Fluo4; hits give low values | B-score at 10 µM | 0.92% of 310,000 active | AID 463111;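 active = B-score of the integrated calcium signal more than 4 SD below the library mean, with starting fluorescence not abnormally high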;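 also: negative B-score means reduced calcium response which marks RGS4 activation or potentiation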
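test system = HEK293 cells with stable M3R and inducible RGS4 | schedule = recording 10 s baseline at 1 Hz, 100 s post-agonist | technique = Fluo4-AM (2 µM) calcium-flux fluorescence, kinetic read | measure = Agonist-evoked peak-minus-minimum fluorescence over baseline, integrated ratio, B score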
* marks the source's active call; other numbers are inactive results; i = inactive; . = no result given.

SMILES	KCNQ1 pot	KCNK3 block	KCNQ1 block	hERG rescue	MrgX1 ag	TMEM16A act	KCNK9 block	RGS4 block	MrgX1 allo act	TMEM16A inh	RGS4 pot
Cc1ccc(-c2nnc(C)c(N3CCCC3)n2)cc1	i	i	i	-2	i	i	i	i	i	i	i
CCOC(=O)C(NC(=O)CC)(Nc1ccccc1OC)C(F)(F)F (centres undefined)	i	i	i	-4	i	i	i	i	i	i	i
COC(=O)c1cccc(COC(=O)c2cc3ccccc3oc2=O)c1	i	i	i	-3	i	i	i	i	i	i	i
O=C(NCCCc1ccccc1)C(=O)NCC1OCCN1S(=O)(=O)c1ccccc1 (centres undefined)	i	i	i	-13	i	i	i	i	i	i	i
COc1ccc(/C=N/NC(=O)c2ccccc2F)cc1CN1CCN(c2ccc(F)cc2)CC1	.	i	.	.	i	i	.	.	i	i	.
C=CC[N@@+]12CC[C@]34c5ccccc5N5/C=C6\C7N(/C=C(\C53)[C@@H](C[C@@H]41)/C(=C/CO)C2)c1ccccc1[C@@]71CC[N@@+]2(CC=C)C/C(=C\CO)[C@@H]6C[C@@H]12 (some centres undefined)	.	i	.	.	i	i	.	.	i	i	.
CS(=O)(=O)c1ccc2nnn(OCC(=O)Nc3ccc(Br)cc3Br)c2c1	i	i	i	-1	i	i	i	i	i	i	i
COc1ccc(/C=N/NC(=S)Nc2ccccc2)cc1COc1ccccc1F	i	.	i	-6	i	.	i	i	i	i	i
O=C(Cc1ccccc1)Nc1ccc2oc(=O)ccc2c1	i	i	i	-9	i	i	i	i	i	i	i
COC(=O)c1ccc(N2CCN(C)CC2)c(NC(=O)COc2ccccc2Cl)c1	i	i	i	-5	i	i	i	i	i	i	i
CCOC(=O)CSc1nnc(-c2cccc(Cl)c2)n1CC	i	i	i	2	i	i	i	i	i	i	i
CCN(C1CCCCC1)S(=O)(=O)c1ccc(C(=O)O)cc1	i	i	i	-3	i	i	i	i	i	i	i
COc1ccc(-c2csc(/C(C#N)=C\c3ccc(OC)c([N+](=O)[O-])c3)n2)cc1	i	i	i	-10	i	i	i	i	i	i	i
COc1ccc(Cc2nc3ccc(C(=O)NC(C)C)cc3o2)cc1	i	i	i	-7	i	i	i	i	i	i	i
Cn1c(=O)n(C)c2cc(S(=O)(=O)N3CCCCC3)ccc21	i	i	i	-3	i	i	i	i	i	i	i
Cc1ccc(-c2nc3c(c(=O)[nH]c(=O)n3CC(C)C)n2CC(C)C)cc1[N+](=O)[O-]	i	i	i	-12	i	-4.6*	i	i	i	i	i
CCCCCCOc1ccc(N2C(=O)CC(S/C(N)=N/N=C(\C)c3cccs3)C2=O)cc1 (centres undefined)	i	i	i	-5	i	i	i	7.5*	i	i	i
CC(C)(C)NC(=O)NC(=O)COC(=O)CNS(=O)(=O)/C=C/c1ccccc1	i	i	i	-11	i	i	i	i	i	i	i
Cc1cnc(C(=O)Nc2cc(F)ccc2C)cn1	i	i	i	-5	i	i	i	i	i	i	i
CCC1CCCCN1S(=O)(=O)c1ccc(NC(=O)c2nc(S(C)(=O)=O)ncc2Cl)cc1 (centres undefined)	i	-11*	i	-29	i	i	i	i	i	i	i
O=C(COc1ccc(Br)cc1Cl)NC(=S)Nc1ccccn1	i	i	i	-3	i	i	i	i	i	i	i
CCOC(=O)c1cccc(NC(=O)CSc2nnc(C)n2Cc2ccccc2)c1	i	i	i	-4	i	i	i	i	i	i	i
Nc1cc(N)nc(SCc2cccc(F)c2)n1	i	i	i	-3	i	i	i	i	i	i	i
CCOc1ccc(NS(=O)(=O)c2cc3c(cc2C)N(C)CCO3)cc1	i	i	i	-9	i	-9*	i	i	i	i	i
O=C(CNc1n[nH]c(=O)[nH]c1=O)N/N=C/c1ccccc1	i	.	i	-8	i	.	i	i	i	i	i

The last 2 records of the part above open the next one:
SMILES	KCNQ1 pot	KCNK3 block	KCNQ1 block	hERG rescue	MrgX1 ag	TMEM16A act	KCNK9 block	RGS4 block	MrgX1 allo act	TMEM16A inh	RGS4 pot
CCOc1ccc(NS(=O)(=O)c2cc3c(cc2C)N(C)CCO3)cc1	i	i	i	-9	i	-9*	i	i	i	i	i
O=C(CNc1n[nH]c(=O)[nH]c1=O)N/N=C/c1ccccc1	i	.	i	-8	i	.	i	i	i	i	i
CCc1nc(C)c(C#N)c2cc(OC)c(OC)cc12	i	i	i	-6	i	i	i	i	i	i	i
CCOc1ccc(-c2nnn(CC(=O)c3cc(OC)ccc3OC)n2)cc1	i	i	i	-12	i	.	i	i	i	i	i
CN(c1ccc(OCC(=O)N2CCN(c3ccc(F)cc3)CC2)cc1)S(=O)(=O)c1cccs1	i	i	i	-14	i	i	i	i	i	i	i
Cc1cccc(-c2nnc(SCC(=O)C(C)(C)C)n2C)c1	i	i	i	-12	i	i	i	i	i	i	i
CC1(C)C2CC=C(/C=N/NC(=O)C(N)=O)C1C2 (centres undefined)	i	i	i	-9	i	i	i	i	i	i	i
FC(F)(F)c1cccc(-c2nc(COc3ccc(Cl)cc3Cl)no2)c1	i	i	i	-7	i	i	i	i	i	i	-7.6*
Cc1ccc(Nc2nc3nonc3[nH]c2=O)cc1C	i	i	i	-13	i	i	i	i	i	i	i
Cc1ccc(C(=O)Nc2ccncc2)c(Cl)c1	i	i	i	-9	i	i	i	i	i	i	i
COc1cc(C(=O)NCc2nnc(SCC(=O)c3ccccc3)o2)cc(OC)c1OC	i	i	i	-12	i	i	i	i	i	i	i
[O-]/[N+](=C\c1ccco1)c1ccc(Cl)cc1	i	i	i	-4	i	i	i	i	i	i	i
CCc1ccc(S(=O)(=O)N2CCN(Cc3ccco3)CC2)cc1	i	i	i	-14	i	i	i	i	i	i	i
CCn1cc(C(=O)NC2CCCc3c2cnn3-c2cccc(C)c2C)cn1 (centres undefined)	i	i	8*	-16	i	i	i	i	i	i	i
COc1cc(-c2cc3nc(C)c(C)c(=O)n3[nH]2)cc(OC)c1OC	i	i	i	-8	i	i	i	i	i	i	i
CC1=C(C(=O)OC2CCC(C)CC2)C(c2ccc(O)c([N+](=O)[O-])c2)NC(=O)N1 (centres undefined)	i	i	i	-14	i	i	i	i	i	i	i
O=C(c1ccoc1)N1CCC2(CC1)Oc1ccc(F)cc1C(=O)C21CC(c2cccnc2)=NO1 (centres undefined)	i	i	i	-13	i	i	i	i	i	i	i
COc1cc(C(=O)Nc2c(C)cc(C)cc2C)c([N+](=O)[O-])cc1OC	i	i	i	-4	i	i	i	i	i	i	i
CCOc1ccccc1NC(=O)c1oc2ccccc2c1NC(=O)C1CCCO1 (centres undefined)	i	i	i	-27	i	i	i	i	i	i	i
CCOc1ccc(/C=C2\SC(=S)N(C(C(=O)O)c3ccccc3)C2=O)cc1OC (centres undefined)	i	i	i	-19	i	i	i	i	i	i	i
O=C1C2C3C=CC(C2C(=O)N1c1cccc(O)c1)C1C2C(=O)N(c4cccc(O)c4)C(=O)C2C31 (centres undefined)	i	i	i	-3	i	i	i	i	i	i	i
O=[N+]([O-])c1ccc(N2CCCCC2)nc1	i	i	i	-5	i	i	i	i	i	i	i
Cc1ccc2[nH]cc(C(=O)CN3CCC4(CC3)OCCO4)c2c1	i	i	i	-6	i	i	i	i	i	i	i
Cc1cc(C(F)F)n2nc(C(=O)Nc3ccccc3F)nc2n1	i	i	i	-2	i	i	i	i	i	i	i
Cc1nn(-c2nc3ccccc3[nH]2)c(N)c1-c1ccc(Cl)cc1	i	i	i	-6	i	i	i	i	i	i	i
COc1cc(CNc2nc(C)c([N+](=O)[O-])c(C)c2C#N)cc(OC)c1	i	i	i	-9	i	i	i	i	i	i	i
CCOC(=O)N1CCN(c2cc(C)nc3nc(C)nn23)CC1	i	i	i	-7	i	i	i	i	i	i	i

(continued)
SMILES	KCNQ1 pot	KCNK3 block	KCNQ1 block	hERG rescue	MrgX1 ag	TMEM16A act	KCNK9 block	RGS4 block	MrgX1 allo act	TMEM16A inh	RGS4 pot
O=C(NC1CCCC1)C(c1ccccn1)N(C(=O)c1csnn1)c1ccccc1F (centres undefined)	i	i	i	-2	i	i	i	i	i	i	i
CC(C)c1ccc(OCC(=O)N(c2ccccn2)C2CCCCC2)cc1	i	i	i	-5	i	i	i	i	i	i	i
COC(=O)CN=Cc1c(O)n(-c2ccc(Cl)cn2)c(=O)c2ccccc12	i	i	i	0	i	i	i	i	i	i	i
CC(C)(C)NC(=O)CSc1nc(-c2ccc(F)cc2)cs1	i	i	i	-5	i	i	i	i	9.4*	i	i
CC(=O)Nc1ccc(/C(C)=N\NC(=O)c2ccc(-c3ccccc3)cc2)cc1	i	.	i	-7	i	.	i	i	i	i	i
CN(C)CCCNC1=CC(=O)OC12CCCCC2	i	i	i	-4	i	i	i	i	i	i	i
Cc1cc(NC(=O)c2cccc(N3C(=O)CCC3=O)c2)no1	i	i	i	-7	i	i	i	i	i	i	i
Clc1ccc(-c2cn3cccnc3n2)cc1Cl	i	i	i	-5	i	i	i	i	i	i	i
CN(C)c1nc(N)nc(/C(C#N)=C/C2CC3C=CC2C3)n1 (centres undefined)	i	i	i	-9	i	i	i	i	i	i	i
COc1ccc(C(=O)Nc2cc(OC)nc(OC)n2)cc1	i	i	i	-11	i	i	i	i	i	i	i
COc1ccc(C(=O)c2ccc(OC)c(N)c2)cc1N	i	i	i	-15	i	i	i	i	i	i	i
CC(=C/c1ccccc1)/C=N/Nc1nc(N2CCCCC2)nc(N2CCCCC2)n1	i	i	i	-5	i	i	i	i	i	i	i
Cn1c(CSc2nc3ccccc3s2)nnc1SCC(=O)NCc1ccccn1	i	i	i	1	i	i	i	i	i	i	i
O=C1CCCc2c1cc(C(=O)O)c(=O)n2-c1ccccc1	i	i	i	-13	i	i	i	i	i	i	i
CC(SC(=S)N1CCCC1)C(=O)O (centres undefined)	i	i	i	-1	i	i	i	i	i	i	i
CC(C)N(C)CCOC(=O)c1ccc2c(c1)OCCO2	i	i	i	-14	i	i	i	i	i	i	i
CCOC(=O)N1CCN(S(=O)(=O)N2CCCC(C(=O)NCCCN3CCCCC3)C2)CC1 (centres undefined)	i	i	i	-2	i	i	i	i	i	i	i
CC(C)(C)OC(=O)N1CCCN(C(=O)Nc2ccccc2)CC1	i	i	i	-4	i	i	i	i	i	i	i

High-throughput results as filed in PubChem BioAssay.

No enrichment for hits; about 6.3% have a hit in one of these screens.
